# TRb-SRC2 inh: qHTS for Inhibitors of the Interaction of Thyroid Hormone Receptor and Steroid Receptor Coregulator 2; Thyroid hormone receptor beta (Homo sapiens), P10828; TRbeta-SRC2 peptide binding, fluorescence polarization; receptor liganded with 1 µM T3; Potency, µM (doses to about 106 µM), for inactives: at the top dose activity change, negative = inhibition, usual class: inhibitors; hit rate 0.065% among 280,000;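 note: plate controls were bound peptide for no effect and peptide without receptor for full effect; nearly all actives have a fitted effect of over 50% in size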
#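 Each compound concentration gave % activity, normalized to unbound and bound Texas Red SRC2 controls, from polarization read after 5 hr ambient incubation with T3-loaded human TRb LBD.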
# GAA glycogen: qHTS Assay for Inhibitors and Activators of Human alpha-Glucosidase Cleavage of Glycogen. recombinant GAA, glycogen substrate, Amplex Red glucose oxidase fluorescence. AID 2100, 2009. Potency, µM (titrated, usually from 76.4 µM), for inactives: at the top dose activity change, negative = inhibition, hits mostly inhibitors. hit rate 0.38% among 300,000;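 note: 0% = full enzyme reaction and -100% = no-enzyme basal signal; the screen sought inhibitors and activators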
#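 Recombinant human alpha-glucosidase (4 nM final) hydrolysed bovine liver glycogen (30 ug) for 40 min at 37 C in pH 5.0 citrate/phosphate with 0.01% Tween-20. Released glucose detected by glucose oxidase/Amplex Red, Ex 573/Em 610 nm. Compounds up to 77 uM; AC50 from Hill fits.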
# GoLoco inh red: qHTS Assay for Inhibitors of RGS12 GoLoco Motif Activity (Red Fluorophore); Guanine nucleotide-binding protein G(i) subunit alpha-1 (Homo sapiens), P63096; Gai1:RGS12 GoLoco peptide FP, rhodamine, 10 min; Potency, µM (series often up to 61.6 µM), inactives show at the highest dose activity, negative = inhibition, most hits filed as inhibitors; hit rate 0.44% among 230,000; AID 880, 2007; active = well fitted inhibition curve with a large enough effect, not every such curve was filed as active; inactive = no such curve, though single readings can be large or run the other way; note: nearly all actives have a fitted effect of over 30% in size; many of its hits are not listed in these tables
# Target sequence (P63096 whole entry, looked up): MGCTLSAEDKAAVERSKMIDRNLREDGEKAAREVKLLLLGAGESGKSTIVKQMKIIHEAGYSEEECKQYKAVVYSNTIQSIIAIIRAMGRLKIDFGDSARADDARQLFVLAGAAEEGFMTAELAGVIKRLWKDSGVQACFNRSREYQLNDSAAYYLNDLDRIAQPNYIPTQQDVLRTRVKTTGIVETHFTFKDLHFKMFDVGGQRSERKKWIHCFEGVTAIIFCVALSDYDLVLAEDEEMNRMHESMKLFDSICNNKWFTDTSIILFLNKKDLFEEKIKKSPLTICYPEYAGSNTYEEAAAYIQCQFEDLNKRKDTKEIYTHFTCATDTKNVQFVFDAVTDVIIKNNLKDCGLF
# TR SRC2 fluor cs: Total Fluorescence Counterscreen for Inhibitors of the Interaction of Thyroid Hormone Receptor and Steroid Receptor Coregulator 2; Potency, µM (top dose mostly 106 µM), without a hit: at the top dose fluorescence change, negative = quenching; hit rate 0.29% among 280,000; TRb/SRC2 Texas Red total fluorescence interference; active = well fitted curve in either direction with a large enough effect; inconclusive = small, poorly fitted or top-dose-only effect
#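 Flags fluorescent or light-absorbing compounds by total fluorescence, S + 2P, at 555 nm excitation and 632 nm emission. Mixture: 20 nM Texas Red SRC2 peptide, 0.6 uM human TRb LBD, 1 uM T3, 5% DMSO; compound exposure 5 h at ambient temperature.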
# GAA spleen mod: qHTS Assay for Inhibitors and Activators of Human alpha-Glucosidase From Spleen Homogenate; Lysosomal alpha-glucosidase (Homo sapiens), P10253; human spleen homogenate, 4-MU-alpha-glucoside fluorescence; Potency, µM (series often up to 79.9 µM), without a hit: at the highest dose activity change, negative = inhibition, hits mostly inhibitors; hit rate 0.006% among 240,000; AID 2112, 2009;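 note: 0% = enzyme with vehicle and -100% = no enzyme basal signal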
#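 Compounds were titrated against alpha-glucosidase in spleen homogenate at pH 5.0, with 1 mM 4-methylumbelliferyl substrate for 40 min at 37 C. Reactions were quenched with pH 10 NaOH/glycine and fluorescence measured.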
# RECQ1 helicase: qHTS Assay for Inhibitors of RecQ-Like Dna Helicase 1 (RECQ1); hit rate 0.54% among 240,000; ATP-dependent DNA helicase Q1 (Homo sapiens), P46063; Potency, µM (doses to about 57.3 µM), inactives show at the highest dose activity, negative = inhibition, usual class: inhibitors; RECQ1 DNA unwinding, red fluorescence kinetic read; AID 2549, 2010;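 note: plate controls were vehicle for no effect and no enzyme for full effect; nearly all actives have a fitted effect of over 30% in size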
# Target sequence (P46063 whole entry, looked up): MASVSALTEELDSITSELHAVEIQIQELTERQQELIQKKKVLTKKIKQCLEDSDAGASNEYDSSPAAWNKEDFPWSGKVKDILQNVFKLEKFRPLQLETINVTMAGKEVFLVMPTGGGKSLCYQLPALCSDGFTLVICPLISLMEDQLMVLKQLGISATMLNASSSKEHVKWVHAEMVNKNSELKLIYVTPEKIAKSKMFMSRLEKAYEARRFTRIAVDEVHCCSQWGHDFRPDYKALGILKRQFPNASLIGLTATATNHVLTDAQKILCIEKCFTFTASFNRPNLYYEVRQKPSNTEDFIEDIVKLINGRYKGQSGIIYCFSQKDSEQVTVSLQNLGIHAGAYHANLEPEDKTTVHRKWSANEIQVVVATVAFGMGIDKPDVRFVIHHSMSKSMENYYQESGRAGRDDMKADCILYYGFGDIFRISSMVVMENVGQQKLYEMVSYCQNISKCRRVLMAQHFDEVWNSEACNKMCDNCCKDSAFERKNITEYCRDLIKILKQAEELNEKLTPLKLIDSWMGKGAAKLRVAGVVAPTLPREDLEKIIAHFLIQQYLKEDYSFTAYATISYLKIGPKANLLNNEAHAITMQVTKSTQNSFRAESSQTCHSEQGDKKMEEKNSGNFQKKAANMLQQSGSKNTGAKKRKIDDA
#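 50 nM RECQ1T1 preincubated 15 min with compound in Tris pH 8.0 buffer with MgCl2, DTT, Tween-20 and 2.5 ug/ml poly(dI-dC); started with 200 nM TAMRA/BHQ-2 forked duplex and 2 mM ATP. Unwinding read as fluorescence (525/598 nm), two reads 2 h apart.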
# L3MBTL1 block: qHTS Assay for the Inhibitors of L3MBTL1; Lethal(3)malignant brain tumor-like protein 1 (Homo sapiens), Q9Y468; AlphaScreen L3MBTL1–H3K9me1 peptide binding; Potency, µM (titrated, usually from 57.1 µM), for inactives: top-dose activity, negative = inhibition, usual class: inhibitors; hit rate 0.66% among 230,000; AID 485360, 2010; note: nearly all actives have a fitted effect of over 60% in size
#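 L3MBTL1 50 nM + b-AHA-H3(1-15)K9me1 75 nM, 30 min RT; compound added, 30 min RT; streptavidin donor/Ni-chelate acceptor beads 10 ug/mL each final, 30 min RT dark; AlphaScreen read.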
# GAA inh: qHTS Assay for Inhibitors of Human alpha-Glucosidase as a Potential Chaperone Treatment of Pompe Disease. purified human GAA, 4-MU-alpha-glucoside fluorescence. Lysosomal alpha-glucosidase (Homo sapiens), P10253. hit rate 0.005% among 200,000. AID 1466, 2008. Potency, µM (doses to about 76.9 µM), inactives show top-dose activity change, negative = inhibition, hits mostly inhibitors;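 note: plate controls were uninhibited enzyme wells for no effect and no-enzyme background for full effect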
#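 Fluorogenic assay: 4 nM human alpha-glucosidase with 400 uM 4-methylumbelliferyl-alpha-D-pyranoside in 50 mM citrate/phosphate, 0.005% Tween-20, pH 5.0, 20 min at room temperature. Compounds tested up to 77 uM; AC50 from Hill fits.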
# * hit, by the source's call; i = inactive; u = inconclusive; x = no result given; [ ] = remark or other dose. Unless noted, calls come from the whole dose curve; as a rule, active = well fitted curve in the direction sought with a large enough effect; inconclusive = small, poorly fitted or top-dose-only effect, or another doubt; inactive = no such curve, though single readings can be large; an effect the other way counts as inactive or inconclusive. Unless noted, % is set by controls: 0 for no effect and ±100 for the full control effect; potency is the fitted concentration of half-maximal effect.
SMILES,TRb-SRC2 inh,GAA glycogen,GoLoco inh red,TR SRC2 fluor cs,GAA spleen mod,RECQ1 helicase,L3MBTL1 block,GAA inh
Cc1cnc(CNc2ncncc2-c2ccc(C(=O)N(C)C)cc2)cn1,3%,x,-3%,-6%,8%,-19%,x,x
C[C@@H](C(=O)N[C@@H](CO)Cc1ccccc1)[C@@H]1C[C@@]1(C)[C@@H](NC(=O)OCc1ccccc1)c1ccccc1,12%,x,2%,1%,-1%,-8%,x,x
CN1c2ccc(Cl)cc2C(=O)NC1c1ccc([N+](=O)[O-])s1 (centres undefined),1%,4%,-1%,-4%,-3%,i,-7%,x
Cc1ccc([S+](=O)([O-])N(c2ccccc2)[S+](=O)([O-])C(F)(F)F)cc1,6%,x,-21%,-1%,2%,-6%,x,x
O=C(CNC(=O)c1ccccc1)N/N=C/c1ccc([N+](=O)[O-])s1,-1%,-3%,-2%,-2%,-5%,-6%,x,-7%
COc1ccc(C(=O)NNC(=O)CCn2nnc(-c3ccc(Cl)cc3)n2)cc1OC,9%,-6%,13%,-3%,3%,i,-5%,5%
CC(=O)c1ccc(-c2ccc([C@H]3[C@@H]4C=CCC[C@@]4(C)C(=O)N3Cc3ccccc3)c(F)c2)cc1,-6%,-3%,-2%,2%,3%,-18%,x,x
CCCC(=NCc1ccccc1)C1=C(O)C(C(=O)OC)C(C)(C)CC1=O (centres undefined),-12%,9%,11%,2%,1%,i,x,-8%
COc1ccc(-c2nc3nc(C)cc(=O)n3[nH]2)cc1,-3%,6%,7%,-2%,-1%,-13%,x,-5%
Cc1nn(C)cc1CNC(=O)Nc1cccc(Cl)c1,-16%,0%,13%,3%,-2%,i,x,8%
Clc1ccc(-c2csc(N/N=C/c3cccnc3)n2)c(Cl)c1,2%,u,-5%,-1%,-1%,-14%,-10%,-4%
Cc1ccc2oc3nc(C)c(C(=O)Nc4cccc(C(F)(F)F)c4)cc3c(=O)c2c1,-2%,2%,16%,-2%,-5%,i,5%,4%
CCCCC/C=C\C/C=C\C/C=C\CCCCCCC(=O)NCC(=O)O,1%,x,2%,0%,1%,-15%,x,x
COC(=O)Cn1c(C(F)(F)F)nc2ccccc21,-1%,7%,-14%,-9%,-4%,i,6%,0%
CCN1CCN(C(=S)c2ccc(Cl)cc2)CC1,7%,-1%,-11%,0%,-9%,i,x,0%
Cc1ccc(-c2cc(C(=O)NN3CCOCC3)c3cc(Br)ccc3n2)o1,-2%,-18%,-35%,-1%,-4%,i,-5%,4%
COc1ccccc1-c1cc(SC)c(C#N)c(=O)o1,-5%,-2%,23%,-5%,-5%,u,-10%,5%
CSc1ncc(CN2CCN(C(C)C)C(CCO)C2)cn1 (centres undefined),-4%,-2%,-5%,-1%,-3%,-6%,6%,x
N#Cc1ccc(CSc2nnc(Nc3ccccc3)s2)cc1,-7%,4%,-4%,-3%,2%,-5%,-3%,-2%
O=c1oc2c3c4c(cc2c2c1CCC2)OCCN4CCC3,-1%,13%,3%,-6%,12%,i,21%,u
COc1ccc(CN2CCN(C(=O)C3CC(=O)N(C4CCCCCC4)C3)CC2)c(OC)c1OC (centres undefined),-4%,7%,-13%,-1%,-12%,-8%,-2%,-2%
O=c1o[nH]c(-c2ccccc2)c1C=Nc1ccc(Cl)cc1,4%,5%,-7%,-1%,x,-2%,-7%,u
O=C(Nc1ccc(Cl)c(Cl)c1)Nc1nnc(CC2=CCCCC2)s1,2%,14%,-4%,-1%,3%,-8%,6%,0%
Cc1ccc(CCCOC(=O)CN2CCCCC2)cc1,2%,-9%,11%,0%,-2%,-13%,x,-5%
CC1CCc2sc3nc(NCc4ccco4)n4ncnc4c3c2C1 (centres undefined),12%,-7%,6%,0%,-4%,-19%,-7%,u

# The last 2 compounds of the section above open the next one.
SMILES,TRb-SRC2 inh,GAA glycogen,GoLoco inh red,TR SRC2 fluor cs,GAA spleen mod,RECQ1 helicase,L3MBTL1 block,GAA inh
Cc1ccc(CCCOC(=O)CN2CCCCC2)cc1,2%,-9%,11%,0%,-2%,-13%,x,-5%
CC1CCc2sc3nc(NCc4ccco4)n4ncnc4c3c2C1 (centres undefined),12%,-7%,6%,0%,-4%,-19%,-7%,u
Cc1cccc(C)c1OCc1nnc(SCC(=O)NCc2ccccc2)o1,-4%,0%,3%,-3%,-6%,-4%,x,-9%
O=[N+]([O-])c1cccc(/C=N/Nc2nc(NCc3ccccc3)nc(N3CCOCC3)n2)c1,2%,-1%,1%,3%,5%,i,9%,-6%
CSCCC(NC(=O)c1ccc(Br)cc1)C(=O)O (centres undefined),3%,8%,4%,4%,-2%,-8%,8%,5%
c1ccc(Cc2nnc3n2N=C(c2ccccc2)CS3)cc1,1%,-9%,1%,2%,7%,i,-27%,9%
CCOC(=O)N1CCC(NC(=O)c2cccc3c2C(=O)N(Cc2cccnc2)C3)CC1,3%,2%,1%,1%,5%,1%,x,-3%
CC(C(=O)NN=C(c1ccccc1)c1ccccc1)N1CCCC1 (centres undefined),-6%,14%,10%,-2%,-1%,5%,-7%,6%
CC1(C)CC(=O)N(CC(=O)N2CCN(c3ncccn3)CC2)c2ccccc2S1(=O)=O,9%,2%,15%,2%,-3%,0%,8%,4%
COc1ccccc1N(C)S(=O)(=O)c1ccc(C(=O)OCC(=O)Nc2ccccc2F)cc1,-8%,0%,-3%,0%,-4%,i,13%,-11%
c1ccc(-n2c(SCc3ccncc3)nnc2-c2ccco2)cc1,7%,-3%,10%,6%,1%,-3%,-3%,0%
CNc1nc(-c2ccc3c(c2)CCN3C(=O)c2ccccc2F)c(C)s1,1%[53 µM],2%,5%,1%[53 µM],-4%,3%,-1%,u
O=S(=O)(NCc1ccccc1F)NCc1ccccc1F,-4%,-21%,-6%,-1%,5%,-2%,-3%,1%
CN(C)c1nc2n(c(=O)n1)CCS2,10%,3%,-1%,0%,-1%,1%,x,-2%
O=c1[nH]c(=O)n(Cc2ccccc2)c2c1C(C(F)(F)F)(C(F)(F)F)N=C(c1ccco1)N2,5%,1%,-9%,1%,-7%,-12%,0%,-1%
Cc1ccccc1OCc1nnc(SCC(=O)Nc2ccc(N3CCOCC3)c(Cl)c2)n1C,-5%,4%,-9%,-1%,-3%,-3%,x,-5%
O=S(=O)(c1ccc2c(c1)OCCO2)N1CCN(c2nc(-c3cccnc3)nc3ccccc23)CC1,-1%,8%,5%,0%,6%,-6%,-3%,2%
Clc1cccc(Cl)c1Cn1nnc(-c2cccs2)n1,-16%,5%,6%,0%,1%,-4%,4%,-3%
COC(=O)c1cc2c(=O)n3ccccc3nc2n(C)c1=N,-2%,17%,7%,-9%,u,11%,39%,u
N#CCSc1nnc(COc2ccccc2)n1-c1ccccc1,-8%,-1%,-1%,1%,-7%,-3%,-4%,2%
CCO/N=C(\C)c1c(O)c(CC)c(-c2ccccc2)n(-c2ccccc2)c1=O,-6%,6%,-9%,-6%,-12%,-3%,-4%,4%
Cn1c(NC(=O)c2ccco2)c(-c2ccccc2)c(=O)c2ccccc21,15%,0%,6%,1%,-7%,-9%,-4%,-1%
O=C(O)c1ccc2cccc(O)c2n1,-2%,-5%,6%,1%,6%,-6%,8%,-2%
CCOC(=O)c1c(-c2ccccc2)csc1NC(=O)c1nn(CC)cc1Br,0%,-5%,-9%,-3%,-14%,i,x,2%
COC(=O)c1ccc(NC(=S)NC(=O)c2c(Cl)cnn2C)cc1,-12%,-5%,-37%,0%,-2%,7%,-41%,6%

# In the list so far, these contain fluorine.
SMILES,TRb-SRC2 inh,GAA glycogen,GoLoco inh red,TR SRC2 fluor cs,GAA spleen mod,RECQ1 helicase,L3MBTL1 block,GAA inh
Cc1ccc([S+](=O)([O-])N(c2ccccc2)[S+](=O)([O-])C(F)(F)F)cc1,6%,x,-21%,-1%,2%,-6%,x,x
CC(=O)c1ccc(-c2ccc([C@H]3[C@@H]4C=CCC[C@@]4(C)C(=O)N3Cc3ccccc3)c(F)c2)cc1,-6%,-3%,-2%,2%,3%,-18%,x,x
Cc1ccc2oc3nc(C)c(C(=O)Nc4cccc(C(F)(F)F)c4)cc3c(=O)c2c1,-2%,2%,16%,-2%,-5%,i,5%,4%
COC(=O)Cn1c(C(F)(F)F)nc2ccccc21,-1%,7%,-14%,-9%,-4%,i,6%,0%
COc1ccccc1N(C)S(=O)(=O)c1ccc(C(=O)OCC(=O)Nc2ccccc2F)cc1,-8%,0%,-3%,0%,-4%,i,13%,-11%
CNc1nc(-c2ccc3c(c2)CCN3C(=O)c2ccccc2F)c(C)s1,1%[53 µM],2%,5%,1%[53 µM],-4%,3%,-1%,u
O=S(=O)(NCc1ccccc1F)NCc1ccccc1F,-4%,-21%,-6%,-1%,5%,-2%,-3%,1%
O=c1[nH]c(=O)n(Cc2ccccc2)c2c1C(C(F)(F)F)(C(F)(F)F)N=C(c1ccco1)N2,5%,1%,-9%,1%,-7%,-12%,0%,-1%

# Screening data as filed in PubChem.

# These rows are one share of the data; the hit share may differ from the screen's.
